SIRT5 inh: sirtuin-5 (human) deacylase inhibition; Q9NXA8; 1.1% of 330,000 active; AID 652115; Purified SirT5, succinyl-peptide AMC, trypsin-coupled fluorescence; inhibition, % at 15 µM; in the data active means inhibition above about 15%; inconclusive means no clear call, values can overlap the other calls
Target sequence (Q9NXA8 whole entry, looked up): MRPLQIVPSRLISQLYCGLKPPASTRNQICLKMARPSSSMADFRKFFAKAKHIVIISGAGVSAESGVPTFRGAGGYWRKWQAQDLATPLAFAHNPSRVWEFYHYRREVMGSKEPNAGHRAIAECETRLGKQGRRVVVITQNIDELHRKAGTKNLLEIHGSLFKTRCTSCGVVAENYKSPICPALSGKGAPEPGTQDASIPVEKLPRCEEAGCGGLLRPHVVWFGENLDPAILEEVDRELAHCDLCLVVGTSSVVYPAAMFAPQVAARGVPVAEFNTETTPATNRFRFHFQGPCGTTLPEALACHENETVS
LGR2 inh: blocks bursicon-induced cAMP signaling via Drosophila LGR2 | HEK293 LGR2, CRE-luciferase, bursicon-stimulated, 4 h | inhibition, % at 9.99 µM | 0.35% of 380,000 active;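 active means drop in luminescence signal, shown as inhibition above about 50% in the replicate tests, limit read from the data, passing the limit was not always enough; inconclusive means probably only some replicates passing the limit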;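 further: agonist challenge used bursicon conditioned medium at about half maximal strength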
FN deposit inh: fibronectin deposition inhibition; AH1F fibroblasts, Alexa488-fibronectin deposition fluorescence, overnight; inhibition, % at 12.6 µM; 0.086% of 350,000 active; AID 743247;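 active means mean inhibition across replicates of 30% or more, regardless of how many single replicates reach that level; inconclusive means mean under 30% yet at least half of replicates reach 30%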;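 further: positive control wells lacked labelled fibronectin entirely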
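Assay system: AH1F fibroblasts assembling fluorescent fibronectin matrix; Amount: 10000 AH1F cells per well; Buffer or medium: DMEM, 2% serum; Probe or stimulus: Alexa488-fibronectin, 24 nM final in well; Doses: single compound dose, delivered by pin transfer; Incubation: 1 h adhesion, overnight exposure; Measured by: fluorescence 485/525 nm; Read-out: fibronectin deposition inhibition.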
esBAF inh: SWI/SNF esBAF complex inhibition. mouse ES cells, Bmi1-luciferase knock-in reporter, 24 h; 100% = twice the neutral-well signal. reporter increase, % at 12.5 µM. 2% of 350,000 active; in the data active means activation above about 40%; inconclusive means no clear call, values can overlap the other calls;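 further: 0% = median of the plate's neutral control wells and 100% = double that signal; a rise in the Bmi1 reporter signal indicates esBAF inhibition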
S100A4 inh HTS: S100A4-myosin IIA interaction inhibition | 0.14% of 360,000 active | S100A4/TAMRA-MyoIIA peptide fluorescence polarization | inhibition, % at 10.7 µM | AID 652163 | P26447;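 active means mean inhibition of at least 70% across replicates, with every replicate also reaching that level; inconclusive means mean inhibition reaches 70% but some replicates fall short; inactive means mean inhibition below 70%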
Target sequence (P26447 whole entry, looked up): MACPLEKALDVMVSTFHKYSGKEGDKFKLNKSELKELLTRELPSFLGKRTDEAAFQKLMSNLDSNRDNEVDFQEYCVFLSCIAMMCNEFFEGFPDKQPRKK
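incubation = readout 5 min after mixing, signal stable up to 60 min | system = S100A4 monomer protein | buffer or medium = HEPES pH 7.2 with CaCl2, KCl, NaCl, DTT, Triton | benchmarks = neutral control DMSO, positive control TFP | also added = fluorescent myosin IIA peptide, 5 nM | compound dosing = one concentration per compound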
Statin myotox sup: protects C2C12 myotubes from simvastatin toxicity; rescue of ATP level, % at 7.49 µM; AID 602340; 0.78% of 330,000 active; ATP luminescence, 48 h; scaled: DMSO 0, geranylgeraniol control 100;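 active means mean ATP rescue above about 67%, or every replicate alone reaching that limit, limit read from the data, passing the limit was not always enough; inconclusive means no clear call, values can overlap the other calls; inactive means mean under the limit and some replicate under it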;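 further: myotubes were challenged with 10 µM simvastatin during compound exposure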
CASP6 VEID inh: inhibitors of human caspase-6. P55212. purified caspase-6, Z-VEID-R110 cleavage fluorescence. inhibition, % at 12.5 µM. 0.53% of 350,000 active. AID 686996;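 active means mean inhibition across replicates at least about 35%, with every replicate also reaching that limit, limit read from the data; inconclusive means only one of the two criteria met; inactive means neither criterion met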;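 further: 0% = median of neutral control wells and 100% = no fluorescence left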
Target sequence (P55212 24-179 limits assumed): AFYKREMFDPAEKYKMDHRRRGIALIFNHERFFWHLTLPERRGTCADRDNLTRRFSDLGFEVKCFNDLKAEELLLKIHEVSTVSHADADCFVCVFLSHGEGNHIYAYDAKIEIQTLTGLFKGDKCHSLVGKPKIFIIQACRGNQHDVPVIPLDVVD
Target sequence (P55212 194-293 limits assumed): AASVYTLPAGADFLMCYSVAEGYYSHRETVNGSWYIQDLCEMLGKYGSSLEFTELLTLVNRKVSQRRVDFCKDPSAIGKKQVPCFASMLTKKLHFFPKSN
* = called active by the depositor; u = inconclusive; x = not tested or not shown. The list is partial; the hit share may differ from the screen's.

SMILES	SIRT5 inh	LGR2 inh	FN deposit inh	esBAF inh	S100A4 inh HTS	Statin myotox sup	CASP6 VEID inh
COc1ccc(S(=O)(=O)N(C)C[C@@H]2Oc3ccc(NS(=O)(=O)c4ccc(Cl)cc4)cc3CC(=O)N([C@@H](C)CO)C[C@@H]2C)cc1	x	9	-7	5	x	28	x
Fc1ccc(/C=N/N2CCCCC2)c(F)c1	0	9	3	-3	-4	1	-1
Nc1ncnc2c1ncn2[C@@H]1O[C@H](CNS(=O)(=O)CCCCl)[C@@H](O)[C@H]1O	-7	2	-9	-7	5	4	-1
Cc1cccc(NC(=O)CN2CCCN(S(=O)(=O)c3ccc(Br)s3)CC2)c1	x	x	0	13	x	-6	x
O=C(O)/C=C/c1ccc(S(=O)(=O)Nc2ccc(C(=O)NCC(=O)O)cc2)cc1	4	-9	-16	x	-6	x	27
Cc1ccc(C)c(NC(=O)COC(=O)CCNC(=O)c2ccco2)c1	-4	-3	-6	1	0	5	-4
C[C@H](CO)N1C[C@H](C)[C@@H](CN(C)C(=O)Nc2ccc(F)cc2)Oc2ncc(C3=CCCCC3)cc2C1=O	10	-16	-3	-1	2	-13	-1
CN1C(=O)c2cc(NS(=O)(=O)c3ccc(Cl)cc3)ccc2OC[C@H]2O[C@H](CC(=O)O)CC[C@@H]21	-5	6	0	-3	0	10	-1
COc1cccc(CNC(=O)Cn2c(=O)n(CCC(=O)N3CCCCC3)c(=O)c3sccc32)c1	-1	0	8	-3	1	9	2
CCOC(=O)N1CCN(C(=O)Nc2sc3nc4n(c(=O)c3c2C)CCC(C)CC4)CC1 (stereo not given)	-1	-5	x	3	-4	-58	3
Cn1c(=O)[nH]c(=O)c2c1nc(N1CCOCC1)n2CCSc1nc2ccccc2[nH]1	x	x	-3	-7	x	11	x
COc1cc(C(=O)NNC(=O)c2cc(-c3ccccc3)n[nH]2)cc(OC)c1C	1	8	-11	10	-2	-10	11
CO[C@@H]1CN(C)C(=O)c2ccc(NC(=O)Nc3cc(F)ccc3F)cc2OC[C@@H](C)N(C)C[C@@H]1C	4	12	0	-1	6	-16	2
COC(=O)c1[nH]c2cccc(OC)c2c1NC(=O)CCN1CCSCC1	-6	4	0	x	8	x	-1
Cc1ccccc1OCCNc1cc(N2CC(C)NC(C)C2)ccc1[N+](=O)[O-] (stereo not given)	12	18	14	-3	0	0	1
Cc1ccc(S(=O)(=O)Nc2ccc3c(c2)C(=O)N([C@H](C)CO)C[C@@H](C)[C@H](CN(C)C(=O)Nc2cccc4ccccc24)OCCCC[C@@H](C)O3)cc1	-1	8	-3	6	8	x	-2
COC(CNC(=O)c1ccc2c(c1)nc(C)n2-c1cccc(F)c1)OC	1	-7	x	3	-1	-8	1
COc1ccc(C)cc1-n1cnnn1	-1	6	-2	x	-4	x	-6
O=C(OCc1cn([C@H]2C[C@H](c3ccc(Cl)cc3)N(Cc3cccs3)C[C@@H]2O)nn1)c1ccccc1	0	-23	-1	2	-3	14	0
CC(=O)Nc1ccc(Nc2c3ccccc3nc3ccccc23)cc1	-5	23	4	x	6	x	0
Cc1nc2[nH]onc2c2nccc(=O)c12	x	x	4	-2	x	8	x
CCOC(=O)c1csc(NC(=O)CCSc2ccccc2)n1	-1	3	x	x	-2	x	-2
O=C(O)c1cc(-c2cc(C(=O)O)c3ccccc3n2)ccc1O	2	10	4	-6	8	-3	5
C[C@@H]1CN([C@H](C)CO)C(=O)c2cccc(NC(=O)C3CC3)c2O[C@@H]1CN(C)S(C)(=O)=O	-1	-5	x	-2	-13	-21	0
O=C(O)C[C@H]1C[C@H]2c3cc(NS(=O)(=O)c4ccc(F)cc4)ccc3O[C@H]2[C@H](CO)O1	-1	9	x	x	-1	x	3

New compounds follow:
SMILES	SIRT5 inh	LGR2 inh	FN deposit inh	esBAF inh	S100A4 inh HTS	Statin myotox sup	CASP6 VEID inh
CCCNC(=O)N1C[C@@H](O)COC[C@H]2O[C@H](CC(=O)NCc3ccncn3)CC[C@@H]21	2	-1	-4	-2	8	1	-3
CC(=O)c1ccc(OCc2cc(C(=O)N3CCC(c4ccncc4)CC3)no2)cc1	1	11	-2	1	2	-3	x
C#Cc1cccc(NC(=O)CSc2nnc(-c3ccc(C(F)(F)F)cn3)o2)c1	1	-19	-2	x	4	x	1
NS(=O)(=O)c1ccc(NCc2cc(Cl)ccc2OCc2ccc(F)cc2)cc1	x	-6	-10	x	-2	x	1
O=C(Nc1ccc(F)cc1)Nc1ccc2c(c1)CCC2	-4	-62	x	x	-1	x	-1
CNCCCCOc1ccc(C(C)(C)C)cc1Cl	-5	12	-5	14	2	-3	-1
COc1ccc(/C=C2\SC(=S)N(CCCC(=O)N3CCOCC3)C2=O)cc1OC	1	1	7	-4	1	14	1
O=C(CCn1c(=S)oc2ccccc21)NC1CCCCC1	-2	3	3	x	1	x	-1
Cc1ccc(N(C(=O)c2csnn2)C(C(=O)NC(C)(C)C)c2ccccn2)cc1 (stereo not given)	-2	25	6	x	-2	x	1
CC=Cc1ccc2n(c1=O)C[C@H]1[C@H](CO)[C@@H](C(=O)OC)N(Cc3ccccc3)[C@@H]21 (mixture of isomers)	-5	-9	x	-2	3	25	-3
COc1cccc(S(=O)(=O)NCc2ccc3c(c2)OCO3)c1	1	5	x	1	-3	-28	1
COCCCNC(=O)CN(c1cc(Cl)ccc1OC)S(C)(=O)=O	-4	16	26	x	-3	x	1
CCCc1ccc(-c2cc(NC(=O)CSc3n[nH]c(N)n3)n(-c3ccccc3)n2)cc1	x	-23	-4	64*	x	-80	x
CCCn1c(SCC(=O)N2CCCCC2)nnc1-c1ccco1	x	x	6	5	x	-1	x
CCN(CC)S(=O)(=O)c1cccc(C(=O)NC(C(=O)NCCc2ccccn2)C(C)C)c1 (stereo not given)	-4	11	-4	x	-1	-16	1
C/C(=N\NC(=O)CNC(=O)c1cccs1)c1ccc(Cl)c(Cl)c1	-1	16	-16	-8	21	0	7
O=C(NC1CCCCCC1)C1CCN(C(=O)c2cccc(Cl)c2)CC1	-4	6	-1	-1	-5	3	1
CCOc1cc(/C=C2\C(=N)N3N=C(CC)SC3=NC2=O)ccc1OCCOc1ccc(NC(C)=O)cc1	12	x	7	9	-4	1	2
COc1ccccc1-c1ccc2c(c1)O[C@@H](CN(C)CC1CCOCC1)[C@@H](C)CN([C@H](C)CO)S2(=O)=O	-9	23	-18	4	-3	2	2
OCCNCc1cc(Br)ccc1OCc1ccc(F)cc1	2	-8	10	x	-1	x	3
CCOC(=O)c1[nH]cnc1C(=O)NC1CCN(C(=O)OC(C)(C)C)CC1	1	-5	-21	-5	-5	-1	8
O=C(O)Cc1ccc2c(c1)N(S(=O)(=O)c1cccs1)CC(C(=O)O)O2 (stereo not given)	0	6	-4	-2	0	3	-2
COc1ccc(C2/C=C\CN(Cc3ccncc3)CC(=O)N2Cc2ccc(F)cc2)cc1 (stereo not given)	16*	7	2	0	5	-1	1
CCCc1ccc2oc(C(=O)N(C)Cc3cnccn3)c(C)c2c1	-2	-19	x	18	-1	-11	0
COc1cccc(CN2[C@H](CO)[C@H]3c4ccccc4N(C(=O)CC(F)(F)F)C[C@H]32)c1	1	-2	x	-2	-8	-4	-2

Ordered by heavy-atom count (descending): part of the list above
SMILES	SIRT5 inh	LGR2 inh	FN deposit inh	esBAF inh	S100A4 inh HTS	Statin myotox sup	CASP6 VEID inh
COc1ccccc1-c1ccc2c(c1)O[C@@H](CN(C)CC1CCOCC1)[C@@H](C)CN([C@H](C)CO)S2(=O)=O	-9	23	-18	4	-3	2	2
COc1ccc(C2/C=C\CN(Cc3ccncc3)CC(=O)N2Cc2ccc(F)cc2)cc1 (stereo not given)	16*	7	2	0	5	-1	1
CCCNC(=O)N1C[C@@H](O)COC[C@H]2O[C@H](CC(=O)NCc3ccncn3)CC[C@@H]21	2	-1	-4	-2	8	1	-3
COc1ccc(/C=C2\SC(=S)N(CCCC(=O)N3CCOCC3)C2=O)cc1OC	1	1	7	-4	1	14	1
NS(=O)(=O)c1ccc(NCc2cc(Cl)ccc2OCc2ccc(F)cc2)cc1	x	-6	-10	x	-2	x	1
CCOC(=O)c1[nH]cnc1C(=O)NC1CCN(C(=O)OC(C)(C)C)CC1	1	-5	-21	-5	-5	-1	8
O=C(NC1CCCCCC1)C1CCN(C(=O)c2cccc(Cl)c2)CC1	-4	6	-1	-1	-5	3	1
CCCc1ccc2oc(C(=O)N(C)Cc3cnccn3)c(C)c2c1	-2	-19	x	18	-1	-11	0
COCCCNC(=O)CN(c1cc(Cl)ccc1OC)S(C)(=O)=O	-4	16	26	x	-3	x	1
O=C(CCn1c(=S)oc2ccccc21)NC1CCCCC1	-2	3	3	x	1	x	-1
O=C(Nc1ccc(F)cc1)Nc1ccc2c(c1)CCC2	-4	-62	x	x	-1	x	-1
CNCCCCOc1ccc(C(C)(C)C)cc1Cl	-5	12	-5	14	2	-3	-1

Following part.
SMILES	SIRT5 inh	LGR2 inh	FN deposit inh	esBAF inh	S100A4 inh HTS	Statin myotox sup	CASP6 VEID inh
N#CC1=C(N)N2C(=C(C#N)C1c1ccc(Br)cc1)Nc1ccccc12 (stereo not given)	1	49	-8	x	12	x	-2
CCOC(=O)C1CCCN(Cc2ccc(OCc3ccccc3)cc2)C1 (stereo not given)	-1	-21	-10	12	3	4	2
O=C(CN1C(=O)NC2(CCCCC2)C1=O)N1CCN(S(=O)(=O)c2ccc(F)c(F)c2F)CC1	12	10	3	7	-2	-14	-4
CC(C)Sc1nc2[nH]ncc2c(=O)[nH]1	1	6	3	7	1	-1	0
CC(=O)Nc1nnc(COc2ccc(Cl)cc2)s1	3	-44	8	u	-4	-3	0
O=C1CCCN1c1ccc(S(=O)(=O)Nc2cccnc2)cc1	-7	-7	5	-4	2	8	0
CCOc1ccc(CCNC(=O)C2CCN(c3nnc(-n4cccc4)s3)CC2)cc1	-2	x	-4	-8	6	5	-2
COc1cc(OC)cc(C(=O)NNC(=O)CCNS(=O)(=O)c2ccc(C)c(C)c2)c1	0	1	-2	-2	2	-11	2
c1ccc2c(c1)Sc1cnccc1N2CC1CO1 (stereo not given)	x	13	-8	-1	1	8	11
COc1ccc(-c2cc(C(F)(F)F)nc(S(C)(=O)=O)n2)cc1OC	x	x	4	9	x	13	x
N#Cc1cccc(-c2ccc([C@H]3[C@@H](CO)N4CCCCN(S(=O)(=O)c5ccccc5)C[C@H]34)cc2)c1	18*	6	x	-1	-17	-51	0
Cc1cc(C)n(C(=O)c2ccc(NC(=O)C3COc4ccccc4O3)cc2)n1 (stereo not given)	x	24	x	-3	x	1	x
O=C(COc1ccccc1)Nc1nnc(S(=O)(=O)Nc2ccccc2)s1	11	-4	3	-2	-1	2	1
COc1ccc2[nH]cc(CCNC(C)=O)c2c1	4	-15	9	-2	0	-1	x
CNC[C@H]1OCCCC[C@H](C)Oc2ccc(NS(=O)(=O)c3ccc(OC)cc3)cc2C(=O)N([C@H](C)CO)C[C@@H]1C	-3	15	x	-2	-28	-9	1

Screening results deposited in PubChem by Broad Institute.
